Assay outcomes as filed in PubChem.
S2 tox: viability counter-screen for ATXN expression inhibitors; Potency, µM (series often up to 56.7 µM), actives largely listed as cytotoxic; AID 651635; S2 cells (HEK-293 line with an ATXN2-luciferase reporter) viability, CellTiter-Fluor protease fluorescence, 24 h; 400,000 tested, 0.49% active; also: potency is read from the fitted curve at half-maximal effect; nearly all actives have a fitted effect of over 40% in size
TGFb SMAD3 inh: inhibitors of TGF-b signaling | HepG2 CAGA-GFP TGF-b/SMAD3 reporter, GFP fluorescence, 18 h; TGF-beta stimulated, 500 pg/mL final | Potency, µM (top dose mostly 46.1 µM), without a hit: top-dose activity, negative = inhibition, hits mostly inhibitors | 410,000 tested, 1.2% active | AID 588855; also: potency is read from the fitted curve at half-maximal effect; % is scaled to controls: 0 for no effect and ±100 for the full control effect; nearly all actives have a fitted effect of over 65% in size
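Read-out: total well GFP (ex488/em500-530) summed from mean per-cell fluorescence. Cells: HEPG2 CAGA-GFP, 1% FBS DMEM, 18 h at 37 degrees C with 500 pg/mL final TGF-beta. Unstimulated wells served as the full-inhibition control; stimulated DMSO wells = 0%.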
A549 tox: kills or reduces viability of A549 cells in Nrf2 counter-screen; A549 ARE-Fluc cells, CellTiter-Fluor viability, 18-24 h; Potency, µM (series often up to 46 µM), for inactives: top-dose activity change, negative = cytotoxicity, usual class: inhibitors; 390,000 tested, 0.16% active; also: potency is read from the fitted curve at half-maximal effect; % is scaled to controls: 0 for no effect and ±100 for the full control effect
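A549 ARE-Fluc cells in 5% FBS OPTI-MEM, 5000 cells/well, rested 2 h then exposed to compounds in concentration-response for 18-24 h at 37 °C. Viability by CellTiter-Fluor fluorescence (Ex 405/Em 525) after 30 min; luciferase luminescence (BugLite, 15 min, RT) read afterwards.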
IL-2 act: activators of IL-2; 360,000 tested, 0.065% active; IL-2 activation reporter assay, cell-based qHTS; stimulated with anti-CD3/CD4/CD28 beads; in transgenic mouse T cells; AID 652025; activation, % (series mostly up to about 46 µM); in the data active = activation above about 50%; inconclusive = mostly about 30% to 49%; also: 0% is about no effect
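Unstimulated transgenic mouse T cells preincubated 60 min with compound, then stimulated with anti-CD3/anti-CD4-coated beads plus anti-CD28 for 18 h at 37 degrees C. IL-2 response read as EGFP and DsRed fluorescence by plate cytometry.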
ATXN2 expr inh: reduces ATXN2 reporter expression in HEK-293 cells; HEK-293 ATXN2-luciferase reporter, luminescence, 24 h; Potency, µM (titrated, usually from 57 µM), without a hit: at the highest dose activity change, negative = inhibition, hits mostly inhibitors; 360,000 tested, 0.72% active; also: potency is read from the fitted curve at half-maximal effect; % is scaled to controls: 0 for no effect and ±100 for the full control effect; nearly all actives have a fitted effect of over 55% in size
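qHTS (up to 57 uM final) was run with 24 h compound exposure of reporter cells at 37 °C. Each well was multiplexed: SteadyGlo luminescence measured ATXN2-luciferase expression after a fluorogenic Gly-Phe-AFC viability readout (25 uM final).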
HepG2 tox: kills HepG2 cells in TGF-b inhibitor counter-screen; 410,000 tested, 0.76% active; Potency, µM (highest dose often 46.1 µM), for inactives: at the top dose activity change, negative = cytotoxicity, hits mostly cytotoxic; HepG2 CAGA-GFP viability, ATP luminescence, 18 h; also: potency is read from the fitted curve at half-maximal effect; some results filed as inactive show a strong effect at the top dose
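CellTiter-Glo luminescence gave cytotoxicity after 18 hours at 37 degrees C. The cells were HepG2 CAGA-GFP in 1% FBS DMEM, stimulated with 500 pg/mL TGF-beta after compound addition. %Activity was normalised to no-cell wells (complete cell-killing) and DMSO (no toxicity), and curves were fitted and classified.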
Nrf2 block: Nrf2 pathway inhibition | A549 ARE-Fluc reporter, luciferase luminescence, 18-24 h | Potency, µM (top dose mostly 46 µM), inactives show top-dose activity change, negative = inhibition, actives largely listed as inhibitors | 360,000 tested, 2.1% active; also: potency is read from the fitted curve at half-maximal effect; % is scaled to controls: 0 for no effect and ±100 for the full control effect; nearly all actives have a fitted effect of over 60% in size
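Two sequential reads on A549 ARE_Fluc cells exposed to compound for 18-24 h: a CellTiter-Fluor fluorescence read for viability, then a luciferase luminescence read for Nrf2/ARE activity.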
Nrf2 activator: Nrf2 pathway activation. 410,000 tested, 0.31% active. AREc32 ARE-luciferase reporter (MCF7-derived line), luminescence, 24 h. Potency, µM (top dose mostly 46.1 µM), inactives show at the highest dose activation, actives largely listed as activators; also: potency is read from the fitted curve at half-maximal effect; % of control where 0% means no effect; nearly all actives have a fitted effect of over 65% in size
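Quantitative high-throughput format: AREc32 reporter cells, 1000 per well, received compound by pin transfer and were incubated 24 hr at 37 deg C, 5% CO2, before Steady-Glo luminescence detection.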
EPAC2 agonist: agonists of human EPAC2 (RAPGEF4) | Q8WZA2 | 360,000 tested, 0.079% active | AID 720711 | Potency, µM (series often up to 154 µM), for the others: top-dose activation, usual class: activators | EPAC2 activation, biochemical qHTS; response scale: 100% = 6.5 mM cAMP response; also: potency is read from the fitted curve at half-maximal effect; nearly all actives have a fitted effect of over 50% in size
Target sequence (Q8WZA2 whole entry, looked up): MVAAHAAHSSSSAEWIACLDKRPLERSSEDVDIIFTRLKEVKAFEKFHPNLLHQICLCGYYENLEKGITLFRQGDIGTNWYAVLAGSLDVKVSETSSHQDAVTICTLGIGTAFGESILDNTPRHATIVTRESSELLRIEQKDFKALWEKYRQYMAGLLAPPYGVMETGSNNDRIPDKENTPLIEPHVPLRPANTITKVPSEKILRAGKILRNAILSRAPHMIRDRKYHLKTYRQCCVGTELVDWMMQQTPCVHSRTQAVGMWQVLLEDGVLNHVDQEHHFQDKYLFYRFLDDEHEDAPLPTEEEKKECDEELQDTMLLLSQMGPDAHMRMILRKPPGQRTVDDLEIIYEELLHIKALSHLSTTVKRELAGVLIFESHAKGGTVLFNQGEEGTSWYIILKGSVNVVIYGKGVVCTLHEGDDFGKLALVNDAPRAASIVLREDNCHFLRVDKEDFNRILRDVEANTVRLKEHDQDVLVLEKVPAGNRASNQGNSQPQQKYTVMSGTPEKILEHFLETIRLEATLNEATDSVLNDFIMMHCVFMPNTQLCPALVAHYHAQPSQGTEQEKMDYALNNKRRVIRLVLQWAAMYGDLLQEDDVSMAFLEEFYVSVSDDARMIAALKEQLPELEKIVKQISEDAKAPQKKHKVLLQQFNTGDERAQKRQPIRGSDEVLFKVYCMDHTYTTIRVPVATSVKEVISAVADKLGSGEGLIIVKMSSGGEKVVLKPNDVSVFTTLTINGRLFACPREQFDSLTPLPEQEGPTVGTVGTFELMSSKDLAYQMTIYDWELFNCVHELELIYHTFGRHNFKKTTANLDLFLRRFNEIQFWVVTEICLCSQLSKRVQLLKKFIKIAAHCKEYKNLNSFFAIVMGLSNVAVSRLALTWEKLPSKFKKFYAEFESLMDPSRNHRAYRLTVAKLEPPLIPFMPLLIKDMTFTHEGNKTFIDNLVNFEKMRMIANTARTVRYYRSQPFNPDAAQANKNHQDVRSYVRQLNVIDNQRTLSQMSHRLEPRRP
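Readout is BODIPY fluorescence (480 nm excitation, 540 nm emission), which falls as labeled GDP is exchanged off Rap1B. EPAC2 at 100 nM acted on 250 nM RAP1B-BODIPY-GDP with 50 uM GDP present.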
Active calls of the source: *; i = inactive; ? = inconclusive; nt = no result given; & = joins results of further samples; [ ] = remark or other dose. Unless noted, calls follow the shape of the dose curve; as a rule, active = well fitted curve in the direction sought with a large enough effect; inconclusive = small, poorly fitted or top-dose-only effect, or another doubt; inactive = no such curve, though single readings can be large; an effect the other way counts as inactive or inconclusive.

SMILES	S2 tox	TGFb SMAD3 inh	A549 tox	IL-2 act	ATXN2 expr inh	HepG2 tox	Nrf2 block	Nrf2 activator	EPAC2 agonist
O=C1C2C3C=CC(C3)C2C(=O)N1c1ccc(-c2nc3ccccc3o2)cc1 (configuration not stated)	i	-1%	-2%	-0.1	45%[activator]	14%	?	4.3%	-1%
CCOc1cccc2sc(NC(=O)CC)nc12	i	-1%	0%	-0.9	-9%	0%	-26%	-0.2%	3%
COc1ccccc1N1CCN(C(=O)NCc2cccc(C(F)(F)F)c2)CC1	i	-3%	-9%	0.2	-9%	1%	-5%	4.5%	2%
Cc1ccc(S(=O)(=O)CCSc2cccc(C(=O)O)c2)cc1	i	-14%	-5%	0.5	22%	-39%	1%	1.9%	3%
CCOC(=O)N(NC(=O)C(O)(c1ccccc1)c1ccccc1)c1ccccc1	i	?	4%	-0.6	-13%	3%	8%	0.1%	-2%
COc1cc(/C=N/NC(=O)c2ccc3c(c2)OCCO3)c(Br)c(Br)c1O	i	1%	-5%	0.0	nt	-13%	-9%	4.0%	9%
CC(=O)Oc1ccc(N(C(C)=O)S(=O)(=O)c2ccc(C)cc2C)c2ccccc12	?	?	14%	-0.8	?	-95%	2%	-0.2%	4%
COCCNC(=O)c1onc(CSc2cc(C)cc(C)c2)c1C(=O)O	i	6%	-4%	0.5	182%[activator]	3%	-4%	-0.2%	2%
COc1ccc2sc3cccc(NCCN(C)C)c3c(=O)c2c1	i	?	nt	-0.9	-8%	3%	nt	6.1%	-4%
CCc1nnc(NC(=O)CSCc2cc(=O)c3ccc(C)cc3[nH]2)s1	i	-1%	11%	nt	1%	-16%	nt	-0.8%	nt
CCN1CCN(Cc2ccc(NC(=O)c3ccc(C)c(NC(=O)N4CCNC4=O)c3)cc2C(F)(F)F)CC1	?	?	0%&-2%	-1.3&-1.9&-2.4	?	-48%&-27%&-3%	-1%&3%	0.2%&-5.5%&-3.7%	0%&0%&-8%
CCOCC(=O)NC1CCc2cc(OC)c(OC)c(OC)c2-c2ccc(SC)c(=O)cc21 (configuration not stated)	?	-67%	?	-0.2	1%	-23%	?	1.6%	10%
O=C(c1ccc(CSc2nc3ccncc3[nH]2)cc1)N1CCN(c2cccc(Cl)c2)CC1	?	7.9µM*	-26%	-4.2	?	-45%	21µM*	-3.4%	-1%
COc1ccc(CC(=O)N2CCC(c3ccccc3)C2)cc1 (configuration not stated)	i	1%	4%	-3.3	39%	-12%	?	6.7%	2%
Cc1ccc(CN(CC(=O)NC2CCCC2)C(=O)c2csnn2)cc1	i	-8%	20%	-1.8	-10%	-62%	8%	-0.2%	15%
CC(=O)c1ccc(N2CCN(C(=O)c3ccco3)C(C)C2)c(F)c1 (configuration not stated)	i	0%	14%	-1.0	7%	12%	3%	-0.7%	3%
CCOC(=O)c1[nH]c2ccccc2c1NC(=O)c1c(F)cccc1F	?	-10%	2%	nt	-5%	-19%	10%[9.27 µM]	0.4%	nt
CC(C)C[C@H](NC(=O)N1CC(=O)Nc2ccccc21)C(=O)N[C@@H](C(=O)O)c1ccccc1	i	6%	16%	-2.0	9%	6%	0%	-0.2%	5%
CCN(Cc1ccncc1)C(=S)Nc1ccccc1C	nt	-12%	nt	1.1	nt	-3%	nt	-0.7%	1%
CC(C)(C)c1nc(CN2CCOCC2)ccc1O	i	0%	-12%	-1.4	-8%	-12%	-9%	-0.2%	1%
N#CCCn1cc(C(=O)Nc2ccc([N+](=O)[O-])cc2)c(-c2cc3ccccc3o2)n1	25µM*	?	-9%	-0.2	nt	-42%	?	0.2%	0%
Cc1ccccc1-c1nnc(NC(=O)CSc2nc3ccccc3s2)s1	i	-21%	12%	-1.3	-2%	-33%	-25%	2.7%	21%
Cc1ccccc1N(CC(=O)N/N=C/c1ccc(N(C)C)cc1)C(=O)c1ccccc1	i	0%	-15%	-3.7	14%	-28%	8%	4.3%	19%
CCOCCOc1nc(C)cc(C)c1S(=O)(=O)c1ccccc1C	i	-13%	8%	-2.2	-10%	-9%	-24%	-0.7%	11%
COC(=O)Cc1nnc(NC(=O)c2ccccc2)s1	i	6%	13%	1.4	10%	7%	nt	?	8%
C=CCOc1ccc(CNCCc2ccc(S(N)(=O)=O)cc2)cc1	i	10%	-2%	0.3	-14%	-7%	-2%	-0.2%	10%
CCC(=O)N1CCc2cc(Br)cc(S(=O)(=O)CCC(=O)Nc3ccc(CC)cc3)c21	i	?	0%	nt	7%	-7%	-7%[9.27 µM]	-1.5%	nt
Cc1cccc(C)c1NC(=O)c1cc(S(=O)(=O)N2CCOCC2)cn1C	?	7%	-4%	-1.8	-10%	2%	12%	0.1%	6%
C[C@H](CO)N1C[C@H](C)[C@@H](CN(C)S(=O)(=O)c2ccc(F)cc2)Oc2c(NC(=O)Cc3ccccc3)cccc2C1=O	i	-17%	0%	-0.4	5%	-3%	?	1.1%	-2%
CCOC(=O)N1CCN(C(=O)c2cnn3ccccc23)CC1	i	7%	-1%	0.1	19%	1%	-7%	-0.8%	-3%
O=C(Nc1ccc(F)cc1)/C(Cl)=C/c1ccccc1	i	21%	-1%	0.5	112%[activator]	30%	?	?	6%
CCN(CC)CCn1c(=S)[nH]c2cc(C(=O)NCc3ccccc3Cl)ccc2c1=O	?	11%	?	-1.2	-25%	0%	-7%	-0.7%	4%
C[C@H](NC(=O)Cc1cccc2ccccc12)C(=O)NCc1ccccc1	i	-1%	1%	0.2	-16%	-1%	-12%	-0.9%	-4%
COC(=O)Cn1c(=NC(=O)C(C)(C)C)sc2c(C)cc(C)cc21	i	3%	9%	-1.8	0%	0%	16%	0.3%	-5%
CCc1ccc2oc(=O)cc(CN3CCC(C)CC3)c2c1	i	0%	0%	-1.3	-6%	-43%	2%	0.6%	13%
CC(C)=CCn1c2ccc(NC(=O)NCc3ccc(F)cc3)cc2c(=O)n1C	?	-14%	nt	0.6	-6%	5%	nt	-0.4%[9.22 µM]	6%
CN(C)/C=N/c1nc2nccc(-c3ccccc3)n2n1	i	-3%	3%	0.2	-21%	-9%	-23%	5.1%	2%
COc1ncnc2c1ncn2CCCN1CCN(c2ccccn2)CC1	i	8%	nt	-2.5	-11%	7%	nt	-0.2%	8%
CCOC(=O)c1ccc(N=Cc2nc(-c3ccccc3)oc2OC(C)=O)cc1	i	-9%	-1%	2.0	-2%	-40%	-12%	-0.1%	3%
COc1ccc(OC)c(N(CC(=O)Nc2ccc3c(c2)OCO3)S(=O)(=O)c2ccccc2)c1	i	-3%	-19%	2.6	-12%	-3%	-7%	-0.5%	-1%
CCOC(=O)c1c(C2COc3ccccc3O2)csc1N (configuration not stated)	i	-8%	22%	-0.8	-25%	-28%	nt	9.8%	20%
O=C(Nc1ccccc1)Nc1ccncc1	i	8%	7%	-2.8	nt	1%	?	3.7%	-7%
Cc1ccc(NC(=O)C(=O)NCc2ccncc2)cc1	i	-20%	-2%	1.7	-3%	-1%	19%	2.3%	8%
CCc1nn(CC(=O)N(CC)Cc2ccccc2)c(=O)c2cc3occc3n12	i	?	2%	nt	-11%	5%	-16%	0.0%	nt
CCC(C)(C)n1nnnc1C(c1cccnc1)N1CCCC(C)C1 (configuration not stated)	i	1%	0%	-1.8	nt	7%	-15%	-1.0%	-2%
O=C(C1CCC(Cn2c(=S)[nH]c3ccccc3c2=O)CC1)N1CCN(c2ccccc2)CC1 (configuration not stated)	i	-8%	-7%	-2.8	-24%	-41%	?	-0.6%	1%
C=CCOc1c(CNn2nnnc2N)cccc1OC	i	-14%	-4%	0.1	1%	2%	-8%	1.6%	12%
Cc1cc(OCC(O)CN2CCN(c3cccc(Cl)c3)CC2)ccc1Cl (configuration not stated)	i	?	-10%	nt	-23%	-46%	13%	4.9%	nt
CCNC(=S)N1CCC(n2cnc3ccccc32)CC1	?	-10%	1%	0.1	-19%	-7%	4%	-0.6%	8%
CCCN(CC(=O)Nc1ccc(F)c(F)c1F)C(=O)CCc1nc2ccccc2c(=O)[nH]1	i	0%	-1%	0.2	-1%	1%	-9%	-0.2%	-4%
CN(C)c1ccc(/C=C/C#N)cc1	i	-23%	0%	0.7	-15%	-8%	0%	-0.5%	3%
CCn1cc(CN2CCN(Cc3ccc(OC)c(C)c3C)C(CCO)C2)c(C)n1 (configuration not stated)	i	-11%	8%	-0.2	-12%	-17%	-11%	-0.2%	3%
COc1cc2c(cc1OC)C(C(=O)N1CCCC1)C(c1ccccc1F)N(C)C2=O (configuration not stated)	i	4%	-9%	-0.3	-10%	-8%	-10%	0.0%	8%
CCCc1[nH]nc2c1C(c1ccc(OC(=O)c3ccco3)cc1)C(C#N)=C(N)O2 (configuration not stated)	i	18%	2%	-2.0	-3%	-30%	17%	0.1%	3%

Entries of single compounds, looked up by structure. Screens in order: S2 tox	TGFb SMAD3 inh	A549 tox	IL-2 act	ATXN2 expr inh	HepG2 tox	Nrf2 block	Nrf2 activator	EPAC2 agonist
Entry for `CCCN(CC(=O)Nc1ccc(F)c(F)c1F)C(=O)CCc1nc2ccccc2c(=O)[nH]1` = i	0%	-1%	0.2	-1%	1%	-9%	-0.2%	-4%
Entry for `CCCc1[nH]nc2c1C(c1ccc(OC(=O)c3ccco3)cc1)C(C#N)=C(N)O2` (configuration not stated) = i	18%	2%	-2.0	-3%	-30%	17%	0.1%	3%
Entry for `CN(C)c1ccc(/C=C/C#N)cc1` = i	-23%	0%	0.7	-15%	-8%	0%	-0.5%	3%
Entry for `COc1cc2c(cc1OC)C(C(=O)N1CCCC1)C(c1ccccc1F)N(C)C2=O` (configuration not stated) = i	4%	-9%	-0.3	-10%	-8%	-10%	0.0%	8%
